# CFTR F508del cor: F508del CFTR correction, initial screen, CFBE line, single point; AID 720511, 2013; activity (quench increase), % at 7.58 µM; 0.36% of 350,000 active; CFBE cells, YFP halide quenching; stimulated with forskolin plus potentiator P3; % fluorescence drop versus neutral controls;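 active means mean added fluorescence quench of at least 8% versus neutral control, with both replicates also reaching 8%; inconclusive means only one of the mean or replicate conditions met; inactive means mean below 8% and not both replicates reaching 8%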;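 further: cells transiently co-express mutant CFTR-F508del with the halide-sensitive YFP; corrector assay measuring rescue of mutant channel to the surface after 24 h compound exposure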
# DENV2 CPE: inhibitors of DENV2 cytopathic effect, primary screen, cell-based, plate reader, single concentration | 1.7% of 350,000 active | DENV2-infected cells, cytopathic effect rescue | CPE inhibition, % at 9.99 µM | AID 651640, 2012; in the data active means CPE inhibition above about 20%, passing the limit was not always enough; inconclusive means no clear call, values can overlap the other calls; tested in BHK-21 cells;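 further: 0% = median of neutral control wells and 100% = median of positive control wells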
# miR-122 sensor: miR-122 Renilla sensor signal increase in Huh7, primary screen, miR-122 inhibitor project, cell-based, single point, plate reader; activation (reporter increase), % at 12.5 µM; 0.3% of 340,000 active; Huh7 miR-122 Renilla luciferase sensor, 48 h; neutral wells = 0, positive control = 100;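 active means mean replicate activation score at least 90 and every replicate individually at or above 90; inconclusive means only one of the two criteria met; inactive means neither criterion met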;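 further: higher luciferase means less miR-122 activity so hits act as miR-122 inhibitors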
# CASP6 VEID inh: human caspase-6 inhibitors, primary screen, biochemical, VEID-R110 fluorescence, single point, set 2 | P55212 | purified caspase-6, Z-VEID-R110 cleavage fluorescence | inhibition, % at 12.5 µM | 0.53% of 350,000 active | AID 686996, 2013;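 active means mean inhibition across replicates at least about 35%, with every replicate also reaching that limit, limit read from the data; inconclusive means only one of the two criteria met; inactive means neither criterion met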;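 further: 0% = median of neutral control wells and 100% = no fluorescence left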
# Target sequence (P55212 24-179 limits assumed): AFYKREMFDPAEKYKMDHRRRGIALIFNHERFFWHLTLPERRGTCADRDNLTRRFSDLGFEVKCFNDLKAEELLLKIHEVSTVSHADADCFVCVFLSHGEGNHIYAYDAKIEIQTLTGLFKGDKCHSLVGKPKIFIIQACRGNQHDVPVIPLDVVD
# Target sequence (P55212 194-293 limits assumed): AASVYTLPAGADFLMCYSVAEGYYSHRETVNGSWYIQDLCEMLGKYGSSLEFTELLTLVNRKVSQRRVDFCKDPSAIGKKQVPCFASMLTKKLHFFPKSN
# SIRT5 inh: SIRT5 desuccinylase inhibitors, primary screen, biochemical, fluorescence imaging, single point, set 5; NAD-dependent protein deacylase sirtuin-5, mitochondrial (Homo sapiens), Q9NXA8; Purified SirT5, succinyl-peptide AMC, trypsin-coupled fluorescence; inhibition, % at 15 µM; 1.1% of 330,000 active; in the data active means inhibition above about 15%; inconclusive means no clear call, values can overlap the other calls
# Target sequence (Q9NXA8 whole entry, looked up): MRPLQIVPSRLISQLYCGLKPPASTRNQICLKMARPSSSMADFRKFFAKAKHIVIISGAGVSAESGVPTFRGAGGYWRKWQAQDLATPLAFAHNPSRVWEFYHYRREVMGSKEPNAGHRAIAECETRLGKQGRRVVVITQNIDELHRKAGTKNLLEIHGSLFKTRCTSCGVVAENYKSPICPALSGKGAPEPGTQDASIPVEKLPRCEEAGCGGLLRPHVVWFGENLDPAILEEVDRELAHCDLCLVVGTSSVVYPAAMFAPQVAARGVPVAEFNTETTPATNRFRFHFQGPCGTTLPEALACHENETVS
# ERAP1 inh: human ERAP1 aminopeptidase inhibitors, primary screen, biochemical, single point, plate reader. Endoplasmic reticulum aminopeptidase 1 (Homo sapiens), Q9NZ08. recombinant ERAP1, Leu-AMC fluorescence, 60 min. inhibition, % at 10.7 µM. 0.15% of 340,000 active;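 active means mean replicate inhibition of at least 30%, or all replicates individually reaching that 30% level; inactive means mean below 30% and not every replicate reaching it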;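 further: 0% = neutral control wells and 100% = L-leucinethiol positive control wells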
# ERp5 inh: inhibitors of ERp5-driven insulin aggregation, primary screen, biochemical, turbidity, absorbance 650 nm, single point. Protein disulfide-isomerase A6 (Homo sapiens), Q15084. 90 min. 0.05% of 350,000 active. AID 651711, 2012. inhibition, % at 9.99 µM;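 active means mean replicate inhibition above about 25%, with every replicate also reaching it, limit read from the data, passing the limit was not always enough; inconclusive means only one of those two criteria met; inactive means neither criterion met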
# Target sequence (Q15084 whole entry, looked up): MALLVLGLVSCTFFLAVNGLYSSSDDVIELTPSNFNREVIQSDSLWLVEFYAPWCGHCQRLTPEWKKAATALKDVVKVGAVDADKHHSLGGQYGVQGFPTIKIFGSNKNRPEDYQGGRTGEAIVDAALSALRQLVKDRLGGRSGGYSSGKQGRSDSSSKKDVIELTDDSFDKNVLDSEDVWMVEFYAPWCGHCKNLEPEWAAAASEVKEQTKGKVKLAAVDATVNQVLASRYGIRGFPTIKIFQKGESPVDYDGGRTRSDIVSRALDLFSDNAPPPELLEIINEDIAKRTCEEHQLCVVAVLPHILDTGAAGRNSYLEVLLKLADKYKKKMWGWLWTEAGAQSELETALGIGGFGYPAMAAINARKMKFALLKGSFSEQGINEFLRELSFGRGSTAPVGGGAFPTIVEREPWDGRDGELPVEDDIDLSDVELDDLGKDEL
# Active calls of the source: *; ? = inconclusive; . = no result given; & = joins results of further samples; ! = repeats disagree; [ ] = dose if it differs, or a comment.
no.	molecule	ERAP1 inh	CFTR F508del cor	SIRT5 inh	miR-122 sensor	CASP6 VEID inh	DENV2 CPE	ERp5 inh
1	CCn1c(SCC(=O)N/N=C/c2ccccc2OCC(=O)O)nnc1-c1ccc(C(C)(C)C)cc1	-2	-1.9	4	5	21	-4	-9
2	COC(=O)c1ccc(CNC(=O)C2CCC(=O)N(CCN3CCOCC3)C2)cc1 (stereo not drawn)	-4	0.5	-1	-10	-3	-5	3
3	CCCC(=O)Nc1ccc2c(c1)C(=O)N(C)C[C@H](OC)[C@H](C)CN(Cc1nccs1)[C@@H](C)CO2	.	-1.5	1	.	.	0	3
4	Cc1ccc(S(=O)(=O)N(C)C[C@@H]2OCCCC[C@@H](C)Oc3ccc(NC(=O)C4CCCCC4)cc3C(=O)N([C@H](C)CO)C[C@H]2C)cc1	.	1.2	.	-9[16.7 µM]	.	10	.
5	COc1ccc(NS(=O)(=O)c2ccc3oc(=O)c4[nH]c(=O)c(=O)n(C)c4c3c2)cc1	-4	0.1	4	8	6	-4	-3
6	O=C(COC(=O)Cc1c(Cl)cccc1Cl)NCC1CCCO1 (stereo not drawn)	-3	0.4	2	-5	2	-3	-1
7	O=C(c1ccccc1)N1CC[C@@H]2[C@@H](CO)Nc3ccc(-c4ccccc4F)cc3[C@@H]21	2	0.5	1	77[16.7 µM]	-1	33*	0
8	CCn1ncc(Cl)c1C(=O)Nc1cc([N+](=O)[O-])ccc1OC	1	3.4	-5	2	2	-1	-3
9	COc1ccccc1N1CCN(C(CNS(=O)(=O)c2cc(F)ccc2F)c2cccnc2)CC1 (stereo not drawn)	-4	0.0	-2	-16	-3	6	-6
10	CC(C)CC#Cc1ccc2c(c1)O[C@@H](CN(C)C(=O)Cc1ccccn1)[C@H](C)CN([C@@H](C)CO)S2(=O)=O	1	4.8	1	-19[16.7 µM]	-1	6	1
11	O=C(COC(=O)CCCOc1ccc(Cl)cc1Cl)NCc1ccccc1	5	3.2	-4	-6	1	8	3
12	COc1cccc(C(O)c2nc3ccccc3n2C(C)C)c1OC (stereo not drawn)	2	4.2	-5	.	3	4	-3
13	Cc1ccc2c(C)c(C(=O)N3CCN(Cc4ccccn4)CC3)oc2c1C	-3	-0.4	-3	.	-2	?	2
14	C[C@@H]1CN([C@@H](C)CO)C(=O)c2cc(NC(=O)CCCN(C)C)ccc2O[C@@H](C)CCCCO[C@@H]1CN(C)S(=O)(=O)c1ccc(Cl)cc1	0	0.7	-3	-1[16.7 µM]	-8	-5	0
15	O=C(CCc1ccc(S(=O)(=O)NCc2ccccc2)cc1)NCc1ccco1	0	-0.5	-3	0	0	-8	-7
16	N/C(=N\OC(=O)CN1C(=O)c2ccccc2C1=O)c1ccc(Cl)cc1	1	-0.4	-1	.	-3	2	0
17	CC1CC(C)CN(C(=O)C(C)N2CCN(S(=O)(=O)c3ccc(C(F)(F)F)cc3)CC2)C1 (stereo not drawn)	0	1.6	13	-11	-3	-5	-2
18	O=S(=O)(c1cccc(C(F)(F)F)c1)N1CCC(CO)(CCCc2ccccc2)CC1	-2	3.7	-2	1	0	2	0
19	Cc1ccc(Cl)cc1NCN1C(=O)c2ccccc2C1=O	2	-0.4	-8	1	-4	7	9
20	CC(C)NC(=O)N(C)C[C@@H]1Oc2ccc(NC(=O)Cn3cnnn3)cc2CC(=O)N([C@@H](C)CO)C[C@@H]1C	-1	3.1	-4	-3[16.7 µM]	-3	10	-8
21	Cc1noc(C)c1NC(=O)N[C@@H]1C=C[C@H](CC(=O)Nc2ccccc2)O[C@H]1CO	3	1.0	-4	.	-2	-3	4
22	Cc1noc(C)c1S(=O)(=O)Nc1ccc2c(c1)C(=O)N([C@@H](C)CO)C[C@H](C)[C@@H](CN(C)Cc1ccc(Cl)c(Cl)c1)OCCCC[C@H](C)O2	2	-1.0	5	.	4	23*	-2
23	COc1ccc(-c2ccc(SCC(=O)NCc3ccc4c(c3)OCO4)nn2)cc1OC	2	2.0	-3	.	2	3	-1
24	CN(C)C(=O)C[C@H]1CC[C@H]2[C@@H](COC[C@@H](O)CN2C(=O)C2CC2)O1	0	-3.0	1	-8[16.7 µM]	-1	4	-1
25	O=C(CSc1nnnn1-c1cccc(F)c1)NC1CCCCC1	1	-6.6	-11	.	-4	-6	5
26	Cc1nc(SCC(N)=O)c(C#N)c(C)c1C	.	-1.7	-1	-5	2	?	9
27	O=C(Cc1ccccn1)NCC[C@@H]1CC[C@H](NC(=O)Nc2ccc(C(F)(F)F)cc2)[C@H](CO)O1	-3	12*	0	.	2	-4	-5
28	C[C@@H]1CN([C@@H](C)CO)C(=O)c2cc(Br)cnc2O[C@H]1CN(C)C(=O)C1CCCCC1	-2&-1&0	2.6&0.0&0.9	18*!	-3	0&-1&5	10&0&-3	4&7&0
29	COc1cc([N+](=O)[O-])cc(/C=N/NC(=O)C(C)Nc2cccc(C)c2)c1O (stereo not drawn)	3	.	-1	.	3	.	-2
30	CC(C)NC(=O)C1Cc2c(-c3ccc(Cl)cc3)ccnc2O1 (stereo not drawn)	0	-1.8	.	-8	14	13	-3
31	Cc1ccc(NS(=O)(=O)c2ccc(Cl)s2)nc1	-2	-2.3	1	16	4	-7	1
32	Cc1ccc(N=C2NC(=O)/C(=C/c3cccnc3)S2)cc1C	1	-32	1	7	-3	14	3
33	Cc1cccc(C)c1NC(=O)Cn1c(=O)n(CCCC(=O)NC2CCN(Cc3ccccc3)CC2)c(=O)c2ccccc21	0	1.6	-1	.	-1	-3	2
34	C[C@H]1CCCCO[C@@H](CN(C)Cc2ccc(C(=O)O)cc2)[C@@H](C)CN([C@@H](C)CO)C(=O)c2cc(NC(=O)C3CCCCC3)ccc2O1	-3	0.8	-4	9[16.7 µM]	0	?	2
35	CCOC(=O)C(=O)NCC1CCCN1S(=O)(=O)c1cccs1 (stereo not drawn)	5	-1.2	.	1	4	3	-1
36	CCC(C)(C)C(=O)Nc1cc([N+](=O)[O-])ccc1F	12	.	-2	.	2	-1	4
37	O=C(C[C@@H]1C=C[C@@H](NC(=O)Nc2cc(F)ccc2F)[C@@H](CO)O1)Nc1ccccc1	2	0.7	0	.	0	17	0
38	COc1ccc(C)cc1Nc1nc(-c2c(C)[nH]c3ccccc23)cs1	0	2.4	0	.	4	-6	-1
39	O=C1NC[C@@H](CCCCN2CCN(Cc3ccccc3)C(=O)C2=O)N(CCC2CCCCC2)C1=O	-1	-0.1	1	.	-2	21*	3
40	O=C(C1CCOCC1)N1C[C@H]2[C@@H](c3ccccc31)[C@@H](CO)N2C(=O)Nc1cccc(F)c1	1	0.5	0	30[16.7 µM]	0	-14	2
41	CN1CCC(=C2c3ccccc3Sc3ccccc32)CC1	1	-14	-5	-6	5	-5	9
42	CCn1c2ccccc2c2cc(/C=N/n3c(-c4cc(C)[nH]n4)n[nH]c3=S)ccc21	0	1.1	-1	.	4	0	1
43	COCCNc1ccc(N2C(=O)CCCC2=O)cc1[N+](=O)[O-]	-2	-0.4	0	-3	3	0	-5
44	Cc1cccc(NC(=O)C2CCCN(C(=O)NCc3ccccc3)C2)c1C (stereo not drawn)	-1	-1.2	-5	-20	0	-3	3
45	C[C@@H]1CN([C@@H](C)CO)C(=O)c2cccc(NC(=O)c3ccncc3)c2O[C@H]1CN(C)S(C)(=O)=O	-3	-1.5	-1	6[16.7 µM]	2	18	4
46	COc1ccc(NC(=O)N2CCCCN3[C@H](CO)[C@H](c4ccc(-c5ccccc5C)cc4)[C@H]3C2)cc1	0	1.6	0	-17[16.7 µM]	1	-4	2
47	Cc1noc(C)c1NC(=O)N[C@@H]1CC[C@H](CCNC(=O)C2CCC2)O[C@@H]1CO	-1	-0.1	4	.	-3	-1	-20
48	CC(C)(CNC(=O)C1c2ccccc2-c2ccccc21)N1CCOCC1	0	1.2	2	-5	-2	-1	4
49	CCC(C(=O)NC1CCCC1)n1c(-c2ccncc2)nc2ccccc21 (stereo not drawn)	-1	-0.8	6	.	-1	6	-1
50	C[C@@H]1CN([C@H](C)CO)C(=O)c2cc(C#C[C@@H](C)O)cnc2O[C@@H]1CN(C)C(=O)c1ccc(F)cc1	-1	-1.0	3	.	-4	7	2
51	COc1ccc2c(c1OC)C(=O)N(c1ccc(O)cc1)C2=O	2	-0.3	-1	.	2	7	0
52	N#Cc1ccc(OCC(=O)N2CCCC2=O)cc1	-2	1.7	-1	.	0	-8	-9
53	CC(=O)N1CCN=C1SCc1ccccc1Cl	0	-5.6	.	-7	1	-8	6
54	CCOc1ccc(NC(=O)c2ccccc2-c2ccccc2C(=O)O)cc1	.	1.1	1	3	-1	10	-3
55	O=C1CCN(S(=O)(=O)c2cc(C(F)(F)F)ccc2Cl)CC1	-5	1.8	-2	-4	-2	1	-5
56	CCNC(=O)C(=O)Nc1cc2c3c(c1)CCN3C(=O)CC2	4	0.0	0	-3	-7	3	6
57	Cc1ccc(C(=O)Nc2ccc(C(=O)N/N=C/c3ccccn3)cc2)cc1	0	3.6	3	.	4	-2	0
58	COc1cc2ccccc2cc1C(=O)N1CC(C)CC(C)C1 (stereo not drawn)	0	1.3	1	6	1	-1	3
59	N#Cc1c(NC(=O)CSc2nc(N)cc(=O)[nH]2)sc2c1CCCCCC2	9	-1.4	2	.	4	3	1
60	CCc1ccc(C(=O)C(C)OC(=O)CN2C(=O)NC3(CCCC3)C2=O)cc1 (stereo not drawn)	0	-0.6	0	2	0	3	1
61	CN(C)C(CNc1ncccn1)c1ccccc1 (stereo not drawn)	-5	1.0	1	.	-5	1	5
62	COC(=O)c1nc(NC(=S)NC(=O)c2cccs2)sc1C	0	0.9	2	4	-4	9	8
63	COC1=NS(=O)(=O)c2ccccc21	-3	-1.0	1	.	0	1	0

# Excerpt: nos. 58 to 63
no.	molecule	ERAP1 inh	CFTR F508del cor	SIRT5 inh	miR-122 sensor	CASP6 VEID inh	DENV2 CPE	ERp5 inh
58	COc1cc2ccccc2cc1C(=O)N1CC(C)CC(C)C1 (stereo not drawn)	0	1.3	1	6	1	-1	3
59	N#Cc1c(NC(=O)CSc2nc(N)cc(=O)[nH]2)sc2c1CCCCCC2	9	-1.4	2	.	4	3	1
60	CCc1ccc(C(=O)C(C)OC(=O)CN2C(=O)NC3(CCCC3)C2=O)cc1 (stereo not drawn)	0	-0.6	0	2	0	3	1
61	CN(C)C(CNc1ncccn1)c1ccccc1 (stereo not drawn)	-5	1.0	1	.	-5	1	5
62	COC(=O)c1nc(NC(=S)NC(=O)c2cccs2)sc1C	0	0.9	2	4	-4	9	8
63	COC1=NS(=O)(=O)c2ccccc21	-3	-1.0	1	.	0	1	0

# One compound at a time (already shown). Values in the order: ERAP1 inh	CFTR F508del cor	SIRT5 inh	miR-122 sensor	CASP6 VEID inh	DENV2 CPE	ERp5 inh
# COc1ccccc1N1CCN(C(CNS(=O)(=O)c2cc(F)ccc2F)c2cccnc2)CC1 (stereo not drawn) is listed as -4	0.0	-2	-16	-3	6	-6
# CC1CC(C)CN(C(=O)C(C)N2CCN(S(=O)(=O)c3ccc(C(F)(F)F)cc3)CC2)C1 (stereo not drawn) is listed as 0	1.6	13	-11	-3	-5	-2
